ERAP1 HTS inh: ERAP1 (human) enzyme inhibition. Q9NZ08. recombinant ERAP1, Leu-AMC fluorescence, 60 min. inhibition, % at 10.7 µM. 340,000 tested, 0.15% active;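 active means mean replicate inhibition of at least 30%, or all replicates individually reaching that 30% level; inactive means mean below 30% and not every replicate reaching it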;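 further: 0% = neutral control wells and 100% = L-leucinethiol positive control wells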
RAD52 anneal inh: blocks human RAD52 DNA annealing; P43351; recombinant RAD52 DNA annealing, FRET fluorescence; inhibition, % at 18.7 µM; 360,000 tested, 0.46% active;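 active means every replicate showing at least 50% inhibition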
XiGFP reactiv: reactivates the inactive X chromosome in mouse fibroblasts. XiGFP mouse fibroblasts, % GFP-positive cells imaging, 3 d; cells co-treated with 5-aza-dC sensitizer; scaled so ellipticine positive control = 100%. activation, % at 7.58 µM. 360,000 tested, 0.055% active. AID 743238;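 active means mean normalized replicate activation at least 10% and every replicate at or above 10%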;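 further: 0% = median of on-plate neutral control wells and 100% = ellipticine 6 µM median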
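Assay system – SV40-immortalized XiGFP fibroblast cells, line 68-5-11 · Buffer or medium – DMEM supplemented with 5-aza-dC as sensitizing agent · Dosing – one concentration, pinned · Benchmarks – positive control ellipticine, 6 µM final · Times – 3 days compound exposure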
ERp5 block: blocks human ERp5 reductase activity on insulin. AID 651711. 350,000 tested, 0.05% active. inhibition, % at 9.99 µM. ERp5 insulin aggregation, absorbance 650 nm, 90 min;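 active means mean replicate inhibition above about 25%, with every replicate also reaching it, limit read from the data, passing the limit was not always enough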
S100A4 inh HTS: S100A4-myosin IIA interaction inhibition | P26447 | S100A4/TAMRA-MyoIIA peptide fluorescence polarization | inhibition, % at 10.7 µM | 360,000 tested, 0.14% active | AID 652163;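 active means mean inhibition of at least 70% across replicates, with every replicate also reaching that level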
Target sequence (P26447 whole entry, looked up): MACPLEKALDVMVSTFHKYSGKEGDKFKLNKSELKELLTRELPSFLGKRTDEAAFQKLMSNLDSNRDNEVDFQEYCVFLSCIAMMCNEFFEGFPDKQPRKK
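Assay system: human S100A4 monomer with TAMRA-labelled myosin IIA peptide / Buffer or medium: Calcium-containing HEPES buffer, pH 7.2 / Reagent: TAMRA-labelled myosin IIA heavy-chain peptide probe, 5 nM / Compound: one dose per compound / Timing: polarization read 5 min after assay mix addition, stable 5–60 min / Benchmarks: neutral control DMSO, positive control TFP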
RAD54 branch: RAD54 (human) branch migration inhibition; Q92698; RAD54 Holliday junction branch migration, FAM/BHQ fluorescence; inhibition, % at 10.4 µM; 360,000 tested, 0.14% active; AID 602329;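 active means mean normalized replicate activity at least 40 and at least half of replicates scoring 40 or more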;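 further: 0% = median of neutral control wells and 100% = median of positive control wells; inhibitors cause a drop in the FAM fluorescence signal; in these data hits start at about 50%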
Target sequence (Q92698 whole entry, looked up): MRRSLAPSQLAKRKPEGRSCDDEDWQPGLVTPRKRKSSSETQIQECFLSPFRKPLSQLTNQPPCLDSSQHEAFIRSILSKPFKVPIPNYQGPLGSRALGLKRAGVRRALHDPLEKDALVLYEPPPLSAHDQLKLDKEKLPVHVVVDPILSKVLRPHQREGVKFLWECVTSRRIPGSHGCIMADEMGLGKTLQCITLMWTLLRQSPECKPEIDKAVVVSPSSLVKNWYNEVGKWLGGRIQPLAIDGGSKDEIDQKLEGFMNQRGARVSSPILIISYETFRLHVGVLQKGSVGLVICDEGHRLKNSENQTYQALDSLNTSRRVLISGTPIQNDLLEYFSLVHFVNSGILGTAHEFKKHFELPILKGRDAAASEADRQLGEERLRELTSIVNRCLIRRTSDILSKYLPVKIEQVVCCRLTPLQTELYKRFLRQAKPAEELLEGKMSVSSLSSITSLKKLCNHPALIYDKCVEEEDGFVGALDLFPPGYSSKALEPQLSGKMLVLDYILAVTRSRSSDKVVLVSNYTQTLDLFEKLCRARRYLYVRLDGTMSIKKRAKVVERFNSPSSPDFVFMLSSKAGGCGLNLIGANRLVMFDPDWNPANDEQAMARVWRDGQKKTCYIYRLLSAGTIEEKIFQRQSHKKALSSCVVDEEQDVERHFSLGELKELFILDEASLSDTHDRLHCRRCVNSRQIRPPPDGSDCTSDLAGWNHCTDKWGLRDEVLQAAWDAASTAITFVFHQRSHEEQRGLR
E-selectin induc: E-selectin induction on HUVECs. 260,000 tested, 0.37% active. P16581. HUVEC E-selectin immunofluorescence imaging; normalized: neutral wells 0, TNF-alpha wells 100. activation, % at 7.58 µM;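 active means mean E-selectin-positive cell signal at least 10% of the positive control, reached in at least 60% of replicates, without over 20% cell loss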;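 further: in these data hits start at about 27%; measured in HUVEC primary endothelial cells; signal is the percent of cells scored E-selectin positive by PE staining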
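Test system – human umbilical vein endothelial cells (HUVEC), E-selectin induction · Input – 3,000 HUVEC seeded per well · Buffer or medium – EGM-2, gelatin · Compound dosing – single-point compound dose · Detection – immunofluorescence imaging · Measure – percent E-selectin-positive cells · Controls – TNF-alpha high, DMSO low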
esBAF inh: SWI/SNF esBAF complex inhibition. mouse ES cells, Bmi1-luciferase knock-in reporter, 24 h; 100% = twice the neutral-well signal. reporter increase, % at 12.5 µM. 350,000 tested, 2% active. AID 602393; in the data active means activation above about 40%;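 further: 0% = median of the plate's neutral control wells and 100% = double that signal; a rise in the Bmi1 reporter signal indicates esBAF inhibition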
The depositor's hits bear a star; i = inactive; x = no result given; & = joins results of further samples.

Molecule	ERAP1 HTS inh	RAD52 anneal inh	XiGFP reactiv	ERp5 block	S100A4 inh HTS	RAD54 branch	E-selectin induc	esBAF inh
O=C(NCc1ccccc1F)C1CCN(S(=O)(=O)c2ccccc2)CC1	-3	-9	0.2	6	-4	3	x	-3
O=C1c2ccccc2-c2onc3ccc(N4CCCC4)c1c23	1	i	0.3	1	53	x	x	x
COc1cc(OC)cc(C(=O)N2CCN(c3ccccn3)CC2)c1	-1	-8	0.0	4	-3	2	x	-5
CCN(CC)c1ccc(S(=O)(=O)N2CCOCC2)cc1NC(=O)C1CC1	0	-1	-0.1	-3	-8	6	x	-6
CCOC(=O)C1(C)CCCCN1C(=O)c1ccc(N(C)C)cc1 (configuration not stated)	10	-7	0.1	2	3	-2	-0.1	-2
C[C@@H]1CN([C@@H](C)CO)C(=O)c2cc(NC(=O)c3ccncc3)ccc2O[C@@H](C)CCCCO[C@@H]1CN(C)C(=O)Nc1ccc(C(F)(F)F)cc1	-2	-15	0.0	-2	11	x	0.3	x
CCOc1ccccc1CN1CCNC(=O)C1CC(=O)N(C)C1CCOCC1 (configuration not stated)	-1	-19	0.0	2	-4	10	x	-2
COc1ccc2[nH]c3c(=S)nc[nH]c3c2c1	-3	-13	-0.1	-2	-17	x	x	x
C[C@@H]1CN([C@H](C)CO)C(=O)c2cc(NC(=O)CCCCCC(=O)Nc3ccccc3N)ccc2O[C@@H]1CN(C)C(=O)NC1CCCCC1	4	7	-0.3	1	6	x	-0.2	x
CN(CC(=O)Nc1c(Cl)cccc1Cl)C(=O)C1CC(=O)N(Cc2ccccc2)C1 (configuration not stated)	0	-5	0.0	0	-7	11	-0.1	-1
CCOC(=O)C1CCCN(CCC(C)c2ccccc2)C1 (configuration not stated)	-4	-11	x	4	1	-5	x	-8
CCn1c(SCC(=O)N2CC(=O)Nc3ccccc32)nnc1-c1ccoc1C	4	-11	x	0	-6	-1	x	-1
COC(=O)c1cc(-c2ccc(Br)cc2)c2c(=O)[nH]c(=O)n(C)c2n1	0	9	-0.1	2	-1	-9	-0.1	-1
CC(C)NC(=O)NCC[C@@H]1CC[C@@H](NC(=O)CCN2CCCCC2)[C@H](CO)O1	0	14	0.1	2	-3	4	0.1	-2
CCCN(C(=O)CCSc1ccc(F)cc1)c1c(N)n(Cc2ccccc2)c(=O)[nH]c1=O	-1	-10	-0.1	0	1	4	-0.3	0

2 entries picked at random from those above, as already listed:
Molecule	ERAP1 HTS inh	RAD52 anneal inh	XiGFP reactiv	ERp5 block	S100A4 inh HTS	RAD54 branch	E-selectin induc	esBAF inh
CCOc1ccccc1CN1CCNC(=O)C1CC(=O)N(C)C1CCOCC1 (configuration not stated)	-1	-19	0.0	2	-4	10	x	-2
O=C(NCc1ccccc1F)C1CCN(S(=O)(=O)c2ccccc2)CC1	-3	-9	0.2	6	-4	3	x	-3

The listing continues.
Molecule	ERAP1 HTS inh	RAD52 anneal inh	XiGFP reactiv	ERp5 block	S100A4 inh HTS	RAD54 branch	E-selectin induc	esBAF inh
C[C@H]1CN([C@@H](C)CO)C(=O)c2cc(NS(=O)(=O)c3cn(C)cn3)ccc2O[C@H]1CN(C)C(=O)Nc1ccccc1	-3	-13	-0.5	-2	2	0	0.3	-1
CCC(=O)N1CC2(C1)[C@H](c1ccccc1)[C@H](CO)N2Cc1cc(F)ccc1F	-12	-7	0.1	1	7	x	-0.3	x
CN1/C(=C\C(=O)c2cccnc2Cl)C(C)(C)c2ccccc21	0	-70	0.4	4	-7	-2	-3.9	48*
CCOC(=O)C1=C(N)Oc2ccc3ccccc3c2C1c1ccc(O)cc1 (configuration not stated)	1	1	0.0	3	-5	4	0.1	-7
COC(=O)C1=C(C)N(C)C(=NCc2ccc(OC)cc2)NC1c1ccc(C(F)(F)F)cc1 (configuration not stated)	2	-13	0.2	-2	-3	x	0.9	x
COc1ccccc1OCC(=O)Nc1ccc2c(c1)OCO2	-1	-12	0.1	1	2	9	x	35
CSc1ccc(S(=O)(=O)N2CCC(C(=O)NCC3CCCO3)CC2)cc1 (configuration not stated)	7	-10	0.0	0	5	-7	0.0	-5
CCCCN(C(C)=O)c1ccc2c(c1)C1CC2CCN1Cc1ccccc1 (configuration not stated)	0	-9	0.4	-7	-3	4	1.6	-7
C=CCn1c[n+](CC(=O)c2ccc(Br)s2)c2ccccc21	2	15	0.1	-2	0	x	x	x
Cc1ccc(C)c(NC(=O)c2cc(S(=O)(=O)N3CCOCC3)cn2C)c1	2	6	4.0	-2	-3	8	0.3	5
Cc1cc(NC(=O)NC2CC(=O)N(c3ccc4c(c3)OCCO4)C2)no1 (configuration not stated)	x	-6	-0.2	-3	-3	7	-0.2	-8
CCc1ccc(CNC(=O)c2ccc(NC(=O)C3=CSCCO3)cc2)cc1	0	-14	0.0	-8	-3	-5	x	27
CNC(=O)C[C@H]1CC[C@@H]2[C@H](COC[C@H](O)CN2S(=O)(=O)c2ccccc2Cl)O1	x	x	0.1	x	x	-1	-0.1	-6
COc1cccc(-c2nn(-c3ccccc3)cc2CNC(C)Cn2cncn2)c1 (configuration not stated)	-3	-12	0.0	-2	-4	9	x	8
COc1ccccc1-c1cnc(C(O)c2ccc(Cl)c(Cl)c2)[nH]1 (configuration not stated)	-4	-15	0.3	2	22	4	0.7	3
Cc1cccc(-c2nc3ccccc3c(=O)n2NC(=O)c2cccnc2Cl)c1	-1	7	0.2	5	1	-9	0.2	-8
CCOC(=O)C1CCN(c2ccc([N+](=O)[O-])cc2S(=O)(=O)N2CCOCC2)CC1	3	-8	0.4	3	-8	-6	0.2	-11
O=C(CSc1nnc(-c2ccc(O)cc2)o1)Nc1ccccc1	0	-3	0.3	0	0	-2	x	18
O=C(Nc1ccc(F)cc1)C1CCN(S(=O)(=O)c2ccc3[nH]c(=O)oc3c2)CC1	0	-25	0.0	-5	1	-2	5.3	1
CN(C)c1cc(C(=O)N(C)c2ccccc2)ncn1	-2	5	-0.1	3	1	-5	0.1	-9
C[C@@H]1CN([C@@H](C)CO)C(=O)Cc2cc(NC(=O)Nc3ccc4c(c3)OCO4)ccc2O[C@@H]1CN(C)Cc1ccc(C(F)(F)F)cc1	1	6	-0.8	-2	0	2	x	-2
CC(C)NC(=O)Nc1ccc2c(c1)CC(=O)N([C@H](C)CO)C[C@@H](C)[C@H](CN(C)C(=O)Nc1cccc3ccccc13)O2	0	-4	-0.9	1	-1	3	x	-3
Cc1nc(S(=O)(=O)NC2CCN(Cc3ccc(OCCO)cc3)CC2)cn1C	-3	6	x	-2	-33	-32	x	x
CCOC(=O)N1CCN(C(=O)CNC(=O)C23CC4CC(CC(C4)C2)C3)CC1	-1	-8	0.0	2	-4	3	-0.1	0
COc1cc(/C=N/NC(=O)c2c(C)nc3ccc(Cl)cn23)cc(OC)c1OC	4	-17	0.1	5	-2	7	0.0	4
CN(Cc1ccccc1)CC(O)COc1ccc(CNCc2ccc(Cl)s2)cc1 (configuration not stated)	-2	-44	0.0	5	11	3	x	-8
CC(=O)Oc1ccc(Cn2c(C)c(C(=O)N(C)Cc3ccc(F)cc3)sc2=O)cc1	x	-23	0.1	5	-3	-10	x	12
COc1ccc(C(C(=O)NCC2CCCO2)N(Cc2ccco2)C(=O)c2snc(C(N)=O)c2N)cc1OC (configuration not stated)	0	19	0.0	0	-21	-19	-0.1	-2
C/C(=N\NC(=O)c1nnn(-c2nonc2N)c1C)c1ccc(-c2ccccc2)cc1	-1	-5	0.0	3	-3	5	x	1
COc1cc(OC)cc(C(=O)Nc2ccc(S(=O)(=O)Nc3ccccn3)cc2)c1	-7	-7	0.0	2	18	-9	0.0	0
CC(=O)NC[C@H]1[C@H](c2ccc(-c3ccccc3F)cc2)[C@@H](CO)N1C(=O)C1CC1	-1	-78	0.0	3	-1	4	0.1	1
O=C(CN1C(=O)NC2(CCCCCCC2)C1=O)N1CCOCC1	1	-5	x	-7	3	x	x	x
Cc1noc(C)c1S(=O)(=O)N(C)C[C@H]1Oc2ccc(NC(=O)Nc3ccc(C(F)(F)F)cc3)cc2CC(=O)N([C@@H](C)CO)C[C@H]1C	x	x	-0.1	x	x	3	0.3	2
Cc1c(C(=O)N2CCCC(C(F)(F)F)C2)oc2ccccc12 (configuration not stated)	-3	-3	0.1	-3	0	-8	x	8
CCCCC[C@H](C)N1C[C@@H](COCc2ccccc2)Oc2cc(N3CCC[C@H]3COC)ccc2S1(=O)=O	6	-9	0.0	6	0	x	0.0	x
O=C1c2ccccc2[C@@H]2C[C@H]3O[C@H]3CCN12	1	0	-0.1	3	-4	-2	0.0	-6
COc1ccc(C2=NOC(Cn3nc(C(=O)NCc4ccccc4OC)cc3-c3ccccc3)C2)cc1 (configuration not stated)	4	-57	0.0	-9	4	-1	0.0	1
Cc1cccc(CNc2ncnc3ccc(-c4ccc5c(c4)OCCO5)cc23)c1	3	6	0.1	-5	-7	11	-0.1	-15
COc1ccc(S(=O)(=O)Nc2ccc3c(c2)C(=O)N([C@H](C)CO)C[C@@H](C)[C@H](CN(C)S(=O)(=O)c2ccccc2)OCCCC[C@H](C)O3)cc1	1	-11	0.6	2	-49	x	0.0	x
CC1(C)O[C@H]2CC(=O)OC[C@]23[C@H]2CC[C@@]4(C)[C@H](c5ccoc5)OC(=O)[C@H]5O[C@]54[C@]2(C)[C@@H](O)C[C@@H]13	-2	-3	0.0	3	-2	-6	-0.5	-3
COc1ccc(CN(C)C(=O)/C=C/[C@H]2O[C@@H](n3cnc4c(N)ncnc43)[C@H](O)[C@@H]2O)cc1OC	3	-12	0.2	10	-7	-13	0.1	-3
O=C1c2ccccc2-c2ncnc3c(N4CCOCC4)cc(N4CCOCC4)c1c23	4	3	0.0	1	0	35	-0.8	-2
O=C(CSc1n[nH]c(-c2ccccn2)n1)Nc1ccccc1	-3	-7	-0.1	0	6	-9	-0.9	-7
CC(N)C12CC3CC(CC(C3)C1)C2 (configuration not stated)	8&-1	-1&-2	0.2&0.0	1&4	0&6	3	3.5&0.5	-11&1
NS(=O)(=O)c1cc2c(cc1Cl)NC(Cc1ccccc1)NS2(=O)=O (configuration not stated)	-1	-12	0.3	3	2	6	0.1	-1
Fc1ccc(CCn2c(Cn3c(-c4cnccn4)nc4ccccc43)nc3ccccc32)cc1	-1	-19	-0.2	-1	-8	x	0.0	x
CCc1nc2sc(C(=O)O)c(N)c2c2c1CCCC2	-2	-15	0.5	2	5	-7	-0.1	-5
CC(OC(=O)CCCc1c[nH]c2ccccc12)C(=O)Nc1ccc(S(N)(=O)=O)cc1 (configuration not stated)	-4	-4	-0.1	-2	-9	-5	0.3	x
CCn1c(C)nc2cc(C(=O)NNC(=S)Nc3ccc(Cl)cc3Cl)ccc21	x	x	0.1	x	x	-4	-0.1	-8
CN1c2ccc(-c3cccc(F)c3)cc2[C@@H]2[C@@H](CCN2C(=O)c2ccncc2)[C@@H]1CO	x	x	0.0	x	x	-2	3.4	7
Cc1nn2c(NCc3ccccn3)c3c(nc2c1-c1ccccc1)CCC3	4	-3	-0.1	1	3	1	0.1	x

Screens deposited in PubChem BioAssay by Broad Institute.

Random draw from the library, and some 2.5% of all compounds hit somewhere here.
